# Source: PubChem
# TRHR agonist: qHTS for Small Molecule Agonists and Allosteric Enhancers of Human TRH Receptor: Primary Screen for Agonists | Thyrotropin-releasing hormone receptor (Homo sapiens), P34981 | TRHR cells, calcium flux fluo-8, FDSS agonist mode | activation, % at 2 µM | hit rate 0.18% among 360,000 | AID 493084, 2011; also: 0% is about no effect
#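 TRHR-expressing cells, plated overnight in medium with 10% serum, were loaded with fluo-8 calcium dye at room temperature. After a 10 s baseline, library compound was pin-added and calcium release was recorded kinetically (ex 480/em 530) as agonist response.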
# TRHR PAM: qHTS for Small Molecule Agonists and Allosteric Enhancers of Human TRH Receptor: Primary Screen for Enhancers. TRHR cells, fluo-8 calcium fluorescence, EC20 TRH enhancement. enhancement, % at 2 µM. AID 493056, 2011. hit rate 0.66% among 360,000. Thyrotropin-releasing hormone receptor (Homo sapiens), P34981; in the data active = enhancement above about 30%; also: 0% is about no effect
#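 TRHR-expressing cells loaded with fluo-8 calcium dye were read kinetically (ex 480/em 530) during compound addition, then stimulated with an EC20 of TRH (10 nM final). Enhancement of the Gq-mediated intracellular calcium response was scored.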
# D1 antagonist: Antagonist of Human D 1 Dopamine Receptor: qHTS; HEK293 TREx D1 cells, calcium flux, dopamine EC80; hits give low values; hit rate 3.2% among 360,000; activity change, negative = inhibition, % at 10 µM; AID 504652, 2011; in the data active = activity change below about -30%; also: % is scaled to controls: 0 for no effect and ±100 for the full control effect
#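 HEK293 T-REx cells expressing inducible, force-coupled D1 receptor; no-wash Ca dye, 30–90 min RT. Cmpd → 180 s read at 1 Hz → EC80 DA → 180 s read.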
# D2 antagonist: HTS Assay for Allosteric Antagonists of the Human D2 Dopamine Receptor: Primary Screen for Antagonists; hit rate 2% among 340,000; HEK293 TREx D2 cells, calcium flux, dopamine EC80; inhibition, % at 10 µM; AID 485344, 2010; D(2) dopamine receptor (Homo sapiens), P14416; in the data active = inhibition above about 30%; also: 0% is about no effect
#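 Tetracycline-induced HEK293 TREx cells expressing D2 receptor forced-coupled to calcium signalling, loaded with no-wash calcium dye. Compounds added and calcium flux read 180 s, then dopamine added at EC80 and read a further 180 s.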
# D2 ag: HTS Assay for Allosteric Agonists of the Human D2 Dopamine Receptor: Primary Screen for Agonists; D(2) dopamine receptor (Homo sapiens), P14416; HEK293 T-REx D2 cells, calcium flux agonist mode; activation, % at 2 µM; hit rate 0.53% among 340,000; AID 485358, 2010;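 active = activation over 3 SD above normal in the single-dose calcium agonist read, cut at about 30% in these data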; also: 0% is about no effect
#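 Tetracycline-induced HEK293 Trex cells with D2 receptor force-coupled to calcium signaling, plated overnight at 30 C and loaded with no-wash calcium dye. Calcium flux read kinetically for 180 s after compound addition; responses flag agonists.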
# D1 PAM: Potentiators of Human D1 Dopamine Receptor: qHTS; potentiation, % at 10 µM; hit rate 0.036% among 360,000; HEK293 TREx D1 cells, calcium flux, dopamine EC20 potentiation; AID 504651, 2011; in the data active = potentiation above about 30%; also: 0% is about no effect
# RXFP1 antag: qHTS Assay for Antagonists of the Relaxin Receptor RXFP1; activity change, negative = inhibition, % at 57.5 µM; Relaxin receptor 1 (Homo sapiens), Q9HBX9; HEK293-RXFP1, relaxin-stimulated cAMP HTRF, 30 min; hits give low values; hit rate 0.59% among 350,000; AID 1259400, 2018;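 active = activity change of -60% or lower, but not beyond a set lower limit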; also: % is scaled to controls: 0 for no effect and ±100 for the full control effect
# Target sequence (Q9HBX9 whole entry, looked up): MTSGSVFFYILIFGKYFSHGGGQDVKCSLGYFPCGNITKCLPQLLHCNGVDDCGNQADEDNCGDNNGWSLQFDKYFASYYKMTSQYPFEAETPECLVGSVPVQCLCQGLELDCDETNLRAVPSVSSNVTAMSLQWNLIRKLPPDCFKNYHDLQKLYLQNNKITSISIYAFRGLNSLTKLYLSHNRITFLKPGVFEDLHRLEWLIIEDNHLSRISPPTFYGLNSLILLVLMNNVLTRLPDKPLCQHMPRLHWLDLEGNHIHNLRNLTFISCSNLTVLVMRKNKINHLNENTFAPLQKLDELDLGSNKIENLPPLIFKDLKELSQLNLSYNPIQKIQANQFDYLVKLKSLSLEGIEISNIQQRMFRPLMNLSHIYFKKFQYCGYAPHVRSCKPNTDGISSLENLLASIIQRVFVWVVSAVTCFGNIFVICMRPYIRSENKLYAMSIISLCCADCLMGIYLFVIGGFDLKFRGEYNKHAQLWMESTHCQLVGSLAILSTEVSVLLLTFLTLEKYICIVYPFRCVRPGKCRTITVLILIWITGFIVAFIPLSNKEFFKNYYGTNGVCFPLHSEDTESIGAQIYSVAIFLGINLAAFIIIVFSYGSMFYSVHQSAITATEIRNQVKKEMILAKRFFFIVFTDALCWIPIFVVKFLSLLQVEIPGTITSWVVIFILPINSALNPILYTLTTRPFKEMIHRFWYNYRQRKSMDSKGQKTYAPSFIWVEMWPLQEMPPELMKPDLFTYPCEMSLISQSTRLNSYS
# D1 ag: Allosteric Agonists of the Human D1 Dopamine Receptor: qHTS; D(1A) dopamine receptor (Homo sapiens), P21728; HEK293 T-REx D1 cells, calcium flux, agonist mode; activation, % at 2 µM; hit rate 1% among 360,000; AID 504660, 2011; also: 0% is about no effect
#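 Agonism was scored from calcium flux recorded over 180 s (1 read/s) after pintool compound addition, following a 10-cycle baseline. Cells were inducible force-coupled HEK293 TREx D1, plated overnight at 30 C and loaded with no-wash calcium dye.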
# D2 PAM: HTS Assay for Positive Allosteric Modulators of the Human D2 Dopamine Receptor: Primary Screen for Potentiators. D(2) dopamine receptor (Homo sapiens), P14416. HEK293 T-REx D2, calcium flux, EC20 dopamine potentiation. potentiation, % at 10 µM. hit rate 0.34% among 340,000;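 active = potentiation over 3 SD above the plate norm, cut at about 30% in these data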; also: 0% is about no effect
#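 Tetracycline-induced Hek293 Trex D2 cells, force-coupled to calcium, loaded with no-wash calcium dye. Compound added with 180 s kinetic read for agonism, then EC20 dopamine and a further 180 s read for potentiation.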
# * marks the source's active call; other numbers are inactive results; / = no result given; & = joins results of further samples. Rule as the data show it, unless noted: active = activation above about 30%; inactive = the rest.
# Every second line gives: TRHR agonist, TRHR PAM, D1 antagonist, D2 antagonist, D2 ag, D1 PAM, RXFP1 antag, D1 ag, D2 PAM
Cc1ccc(NC(=S)NNC(=O)c2cn(C)nc2C)cc1
→ 0.0, 0.0, 2.5, -1.4, 2.2, -6.2, 3.2, 0.9, 5.3
CCC(c1nnnn1C1CCCCC1)N(Cc1ccco1)Cc1cc2ccc(OC)cc2[nH]c1=O (configuration not stated)
→ 0.4, 1.3, 33.4, 6.0, 0.0, 9.6, 8.4, 2.7, -7.4
Cc1ccc2c(c1)N(Cc1ccncc1)C(=O)C(C)O2 (configuration not stated)
→ 0.1, -0.3, -34.1*, -7.2, -1.8, -10.1, 3.8, 2.4, 13.7
CCc1ccc(C(C)NC(=O)c2ccc3c(c2)OCO3)cc1 (configuration not stated)
→ -0.4, 1.9, -41.7*, 4.9, -0.7, 0.1, -3.4, 6.4, -4.6
Cc1ccc(NC(=O)C2CC(=O)N(C(C)C)C2)cc1Cl (configuration not stated)
→ -4.0, 3.2, 8.3, -7.1, -5.0, -4.5, 5.2, 1.8, 13.0
O=C(Nc1nccs1)c1ccc(-c2ccccc2[N+](=O)[O-])o1
→ -0.5, 21.0, -17.5, -22.3, -0.7, -2.2, -23.5, -0.1, -19.3
O=C(CCS(=O)(=O)c1cccc2nonc12)Nc1c(F)cccc1F
→ 0.3, 5.7, -0.1, /, 1.0, 0.7, /, 0.6, 28.9
CCCOc1ccc2oc(=O)c3c(c2c1)CCCN3C(=O)CN1CCN(C(=O)c2ccco2)CC1
→ -0.4, -3.1, 8.4, -2.8, 0.6, -2.3, /, -3.3, -3.7
O=C(NCC(=O)N(CC1CCCO1)C(C(=O)NC1CCCCC1)c1ccc(F)cc1)c1ccco1 (configuration not stated)
→ 0.0, 1.3, -6.4, -7.2, 0.0, -5.2, 5.7, 0.4, 16.0
CCC(=O)N/C=C/n1cnc2cc(C(F)(F)F)ccc21
→ 1.3, -9.1, -23.0, 10.0, 0.3, -5.2, -0.5, 5.8, -10.4
Cc1ccc(CCNC(=O)c2cc(-c3ccncc3)nc3ccc(S(=O)(=O)N4CCOCC4)cc23)cc1
→ -0.8, 2.2, -11.6, 1.2, -2.5, -9.3, -15.1, 4.1, 8.8
CCc1ccc(NC(=S)N2CCN(c3cccc(OC)c3)CC2)cc1
→ -0.6, 12.6, -31.3*, -6.3, 1.3, -5.2, -1.2, 9.0, -5.0
COc1ccc(S(=O)(=O)NCC2CCC(C(=O)NCc3ccco3)CC2)cc1 (configuration not stated)
→ -0.4, -2.5, -7.9, -17.4, 1.0, -3.9, -9.7, 0.8, 7.5
CCCCCCCC(=O)OCC(O)CO (configuration not stated)
→ -0.8, -4.8, -1.1, 4.1, 1.9, 3.5, 3.3, 0.7, 9.1
Cc1cc(C(=O)CN2C(=O)NC3(CCCc4sccc43)C2=O)c(C)n1-c1ccc(Cl)cc1 (configuration not stated)
→ 0.2, 0.9, -5.2, 9.2, 0.7, 0.1, -10.2, 3.2, -2.1
COc1ccc(NCC(=O)N/N=C/c2ccc3c(c2)OCCO3)cc1
→ 0.1, 9.0, -12.1, -5.9, 0.6, -4.2, -8.4, 0.1, -13.7
CCCCCNC(=O)Cc1ccc(S(=O)(=O)N2CCOCC2)s1
→ -0.2, -0.9, 1.4, -4.9, -0.5, -2.1, 4.2, 0.2, -5.8
COc1cc(C(=O)NC(=S)Nc2cccc(-c3cc4ccccc4oc3=O)c2)cc(OC)c1OC
→ 0.0, 3.6, -18.0, 1.4, 0.0, -2.2, 5.9, 4.9, 1.3
CSc1nc2sc3c(c2c(=O)n1C)CCC3
→ -0.4, -0.2, -34.7*, 14.4, 1.2, -1.4, 1.4, 1.1, -0.7
CC(C)Cc1cc(C(=O)Nc2cc(Cl)ccc2Cl)no1
→ 0.5, 14.7, 2.5, -1.0, -1.6, -0.1, -20.7, -1.3, 2.0
Oc1ccc(NCc2ccccc2OCc2ccccc2)cc1
→ -0.8&0.4, 4.2&0.2, 12.6&-0.7, -2.0, -0.1&-0.1, -3.8&3.6, -15.5&-15.2, 0.5&4.3, -13.7&7.3
CCCCCC(=O)Nc1ccc(-c2csc(N)n2)cc1
→ -0.5, -2.4, 0.5, -15.2, -1.0, -1.9, -29.4, 1.5, 1.7
C/C(Cl)=C\Cn1c(O)c(N=NC(N)=S)c2ccccc21
→ -1.7, -7.8, -19.4, 6.1, 0.3, -4.8, -9.4, 1.2, -1.6
Cc1c(NC(=O)c2ccc(N(C)S(C)(=O)=O)cc2)c(=O)n(-c2ccccc2)n1C
→ 0.6, -0.6, 7.9, 12.0, 1.1, 0.3, -3.7, 7.8, -5.8
O=C(c1ccc(S(=O)(=O)N2CCCC2)cc1)N(c1ccccc1)C1C=CS(=O)(=O)C1 (configuration not stated)
→ 0.5, -0.1, 3.0, 10.1, 0.8, 2.7, -6.4, 1.0, -3.3
COc1cc(CN2CCN(C(=O)c3ccccc3F)CC2)cc(OC)c1OC
→ 0.0, 3.7, 0.3, 11.4, 0.2, -5.8, 5.4, 1.7, 1.0
CCc1ccc(NC(=O)CN(C)S(=O)(=O)c2ccc3[nH]c(=O)oc3c2)cc1
→ -0.6, 9.7, -6.9, 18.5, -1.1, -6.7, -7.6, 0.6, -9.1
Cc1cccc(C(=O)N2CCN(Cc3ccc4c(c3)OCO4)CC2)c1
→ -0.3, -4.1, -13.3, 26.0, 0.0, -3.1, 4.0, 0.5, -24.8
O=C(NCc1ccc2c(c1)OCO2)c1cc(-n2cnnc2)ccc1Cl
→ -1.1, 0.2, 4.3, 0.7, 1.2, -3.2, -10.2, 3.2, 1.3
CCOc1cc(/C=N\NC(=O)c2ccc(NC(=O)CC)cc2)ccc1OC(=O)c1ccccc1
→ 0.3, 4.4, -57.3*, -3.1, 0.1, -11.0, -10.2, 4.8, 2.4
COC(=O)c1sccc1NC(=O)c1csc(C)c1
→ 0.2, 1.9, -0.9, 2.0, 1.3, -20.9, -11.0, 3.2, -2.4
CN(N)c1nc(-c2ccccc2)cc(-c2ccccc2)n1
→ -0.1, -16.9, -19.9, -17.4, -1.1, -5.2, -11.7, -1.8, 1.2
Cc1ccc(-n2c(-c3ccccc3)n[nH]c2=S)cc1
→ 0.4, 0.9, 18.5, -17.3, -0.6, 0.7, -13.8, 2.2, 2.6
N#Cc1nc(-c2ccco2)oc1NCCCn1ccnc1
→ 0.5, 9.0, 1.0, 10.9, 0.9, -1.5, 5.1, 4.0, 11.4
CCC1COC(c2cccn2Cc2ccc(Cl)cc2)=N1 (configuration not stated)
→ -0.9, -12.9, 2.5, -1.5, -1.8, -0.1, -22.5, 19.7, -8.3
Cc1ccc(Nc2nnc(SCc3ccccc3)s2)cc1
→ 0.7, -2.4, -0.1, /, -0.2, 0.2, 7.2, 8.1, -5.4
CCc1ccc(CN2C(=O)c3ccccc3C2C(=O)NC(C)CC)cc1 (configuration not stated)
→ -0.7, 14.1, 39.6, 3.7, 0.5, 4.3, 10.4, 0.5, 6.2
O=C(O)C1CCCCC1C(=O)NCc1ccccn1 (configuration not stated)
→ 1.2, -0.4, 17.2, -16.8, -1.2, -11.1, -9.1, 2.1, -4.3
COc1ccc(N2CCN(c3ccc(-c4nc(-c5ccccc5)no4)cc3[N+](=O)[O-])CC2)cc1
→ 0.0, 5.7, -3.5, /, 0.5, -2.3, /, 1.0, /
N#CCCN(Cc1cccnc1)C(=S)NC1CC2C=CC1C2 (configuration not stated)
→ 0.8, -0.5, 0.8, -6.1, -0.8, -1.9, -3.7, 2.9, 2.3
O=C(CSc1nnc(Cn2nnc(-c3ccccc3)n2)n1-c1ccccc1)Nc1ccc(F)cc1
→ 3.1, -5.3, 5.1, -5.2, 6.8, -9.6, -16.3, 13.6, /
CC1CCN(S(=O)(=O)c2cc(C(=O)NCc3ccc(F)cc3)n(C)c2)CC1
→ -0.5, 1.0, -5.2, /, -1.6, 1.9, /, -0.3, 4.4
c1ccc([C@H]2CC3C[C@@H](c4ccccc4)N2O3)cc1
→ -0.6, 15.2, -29.0, -22.4, 0.1, -6.8, -0.1, 7.6, 5.0
O=C(NCC(c1cccnc1)N1CCc2ccccc21)c1cccc(C(F)(F)F)c1 (configuration not stated)
→ 0.1, 1.5, 4.3, /, -0.4, -4.0, -25.8, 0.5, -1.0
Cc1cccc(-c2noc(CN(C)C(=O)c3ccc4c(c3)OCO4)n2)c1
→ 0.0, -0.7, -5.8, -24.8, -0.3, -7.0, -1.1, 11.6, -0.3
CCN(C(=O)COC(=O)c1ccc(Cl)c(N)c1)C1CCS(=O)(=O)C1 (configuration not stated)
→ 0.7, -5.3, -0.7, -10.8, -0.4, 0.7, 2.6, 0.6, /
Cc1ccc(Cn2c(=N)c(C(=O)NCc3ccco3)cc3c(=O)n4ccccc4nc32)cc1
→ 1.1, -8.5, 2.4, 82.9*, -0.6, -3.6, -10.0, 0.5, -25.0
CCN(Cc1cc2ccccc2[nH]c1=O)C(=O)c1cccnc1
→ -0.1, 9.3, 20.7, -6.6, 0.2, -2.8, -12.7, 4.1, 9.2
O=C(Cn1cc(SCc2ccc(F)cc2)c2ccccc21)N1CCCCC1
→ -0.1, 1.9, -8.5, /, /, -0.7, -24.5, 2.6, 0.8
Cc1ccc(NC(=O)c2ccc(S(=O)(=O)N3CCOCC3)cc2)nc1
→ 0.1, -3.7, -5.8, -0.2, 0.4, 8.9, -9.0, 2.5, 6.3
c1cncc(C(c2nnnn2C2CCCCC2)N2CCN3CCCC3C2)c1 (configuration not stated)
→ 0.8, -5.9, 1.7, 15.0, 3.1, -2.2, 0.9, 0.1, -9.9
CC(C)NC(=S)N1CCN(Cc2ccc3c(c2)OCO3)CC1
→ 0.3, 0.0, -20.5, -23.6, -0.1, -0.2, 1.5, 1.2, 1.5

# 2 entries drawn at random from the list so far:
# Every second line gives: TRHR agonist, TRHR PAM, D1 antagonist, D2 antagonist, D2 ag, D1 PAM, RXFP1 antag, D1 ag, D2 PAM
O=C(CSc1nnc(Cn2nnc(-c3ccccc3)n2)n1-c1ccccc1)Nc1ccc(F)cc1
→ 3.1, -5.3, 5.1, -5.2, 6.8, -9.6, -16.3, 13.6, /
Cc1cccc(-c2noc(CN(C)C(=O)c3ccc4c(c3)OCO4)n2)c1
→ 0.0, -0.7, -5.8, -24.8, -0.3, -7.0, -1.1, 11.6, -0.3
